# Compound activity deposited in PubChem by National Center for Advancing Translational Sciences (NCATS).
# APEX1 inh: blocks human APE1 abasic DNA cleavage. Potency, µM (top dose mostly 65.8 µM), for the others: at the top dose activity change, negative = inhibition, actives largely listed as inhibitors. AID 2517. recombinant APE1, TAMRA/BHQ-2 abasic DNA cleavage fluorescence. 0.35% of 350,000 active. P27695;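 also: plate controls were vehicle for no effect and reference inhibitor for full effect; nearly all actives have a fitted effect of over 55% in size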
#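 Activity was derived from the fluorescence gain between first and third kinetic reads (60 s intervals, ex 525/em 598 nm) after 50 nM THF-abasic TAMRA/BHQ-2 duplex was added to 0.75 nM APE1 preincubated 15 min with compound.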
# Apoferritin bind: candidate novel general anesthetic via apoferritin binding. AID 485281. P02791. 0.074% of 350,000 active. Potency, µM (titrated, usually from 77.5 µM), for inactives: at the top dose activity change, negative = displacement, most hits filed as inhibitors. apoferritin/1-aminoanthracene competitive binding, fluorescence; also: % is scaled to controls: 0 for no effect and ±100 for the full control effect; nearly all actives have a fitted effect of over 20% in size
# Target sequence (P02791 2-175 limits assumed): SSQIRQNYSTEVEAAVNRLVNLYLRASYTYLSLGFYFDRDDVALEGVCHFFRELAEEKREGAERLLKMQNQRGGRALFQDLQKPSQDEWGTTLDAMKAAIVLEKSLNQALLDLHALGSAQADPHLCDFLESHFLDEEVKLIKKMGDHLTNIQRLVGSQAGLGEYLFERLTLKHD
#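 Horse-spleen apoferritin (10 uM) was mixed with 50% saturated 1-aminoanthracene in PBS, exposed to compounds for 10 min at room temperature, and read for fluorescence (ex 380 nm, em 535 nm). Competitive displacement was fitted with a four-parameter Hill equation.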
# BLM inh: inhibitors of human Bloom syndrome helicase BLM. recombinant BLM DNA unwinding, fluorescence dequenching. 0.2% of 350,000 active. P54132. Potency, µM (titrated, usually from 56.1 µM), for the others: at the top dose activity change, negative = inhibition, hits mostly inhibitors;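 also: plate controls were vehicle for no effect and no enzyme for full effect; nearly all actives have a fitted effect of over 35% in size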
# BAZ2B inh: BAZ2B (human) inhibition; Potency, µM (highest dose often 114 µM), for inactives: top-dose activity change, negative = inhibition, most hits filed as inhibitors; 4.4% of 360,000 active; AlphaScreen BAZ2B-H3K14Ac peptide displacement; AID 504333; also: % is scaled to controls: 0 for no effect and ±100 for the full control effect; nearly all actives have a fitted effect of over 60% in size
#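 AlphaScreen luminescence quantifies BAZ2B engagement of H3K14Ac peptide; the protein and biotinylated peptide are both at 50 nM final, buffer PBS pH 7.4 with 0.01% Tween-20, all steps at room temperature.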
# POLI inh: DNA polymerase iota (human) inhibition; Q9UNA4; Pol iota fluorescent replication assay, 10 min; Potency, µM (highest dose often 115 µM), for the others: at the top dose activity, negative = inhibition, usual class: inhibitors; 1% of 390,000 active; AID 588590
#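 Pol iota at 10 nM preincubated 15 min with compounds at room temperature; reaction started with fluorescent substrate, 50 nM final. Fluorescence read kinetically at 0 and 10 min; buffer-only wells as negative control.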
# Pol beta inh: blocks human DNA polymerase beta activity; P06746; Pol beta primer extension/strand displacement, fluorescence kinetic; Potency, µM (titrated, usually from 114 µM), for the others: at the highest dose activity change, negative = inhibition, hits mostly inhibitors; 1.3% of 340,000 active; also: % is scaled to controls: 0 for no effect and ±100 for the full control effect
#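 Enzyme-only controls used 10 nM Pol beta; buffer lacking enzyme served as negative control. Compound preincubated 15 min, then 50 nM substrate added; 0 and 10 min reads at room temperature.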
# Pol kappa inh: inhibitors of human DNA polymerase kappa; Potency, µM (doses to about 107 µM), inactives show at the highest dose activity, negative = inhibition, actives largely listed as inhibitors; AID 588579; 0.53% of 400,000 active; purified Pol kappa, fluorescent DNA synthesis assay, 10 min; also: % is scaled to controls: 0 for no effect and ±100 for the full control effect
#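 50 nM final substrate added after 15 min RT preincubation of 10 nM Pol kappa with compound; fluorescence read at 0 and 10 min.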
# Pol eta inh: inhibitors of human DNA polymerase eta; Q9Y253; recombinant Pol eta, fluorescent DNA replication assay; Potency, µM (series often up to 114 µM), inactives show top-dose activity change, negative = inhibition, most hits filed as inhibitors; 1.2% of 390,000 active; also: % is scaled to controls: 0 for no effect and ±100 for the full control effect
# Target sequence (Q9Y253 whole entry, looked up): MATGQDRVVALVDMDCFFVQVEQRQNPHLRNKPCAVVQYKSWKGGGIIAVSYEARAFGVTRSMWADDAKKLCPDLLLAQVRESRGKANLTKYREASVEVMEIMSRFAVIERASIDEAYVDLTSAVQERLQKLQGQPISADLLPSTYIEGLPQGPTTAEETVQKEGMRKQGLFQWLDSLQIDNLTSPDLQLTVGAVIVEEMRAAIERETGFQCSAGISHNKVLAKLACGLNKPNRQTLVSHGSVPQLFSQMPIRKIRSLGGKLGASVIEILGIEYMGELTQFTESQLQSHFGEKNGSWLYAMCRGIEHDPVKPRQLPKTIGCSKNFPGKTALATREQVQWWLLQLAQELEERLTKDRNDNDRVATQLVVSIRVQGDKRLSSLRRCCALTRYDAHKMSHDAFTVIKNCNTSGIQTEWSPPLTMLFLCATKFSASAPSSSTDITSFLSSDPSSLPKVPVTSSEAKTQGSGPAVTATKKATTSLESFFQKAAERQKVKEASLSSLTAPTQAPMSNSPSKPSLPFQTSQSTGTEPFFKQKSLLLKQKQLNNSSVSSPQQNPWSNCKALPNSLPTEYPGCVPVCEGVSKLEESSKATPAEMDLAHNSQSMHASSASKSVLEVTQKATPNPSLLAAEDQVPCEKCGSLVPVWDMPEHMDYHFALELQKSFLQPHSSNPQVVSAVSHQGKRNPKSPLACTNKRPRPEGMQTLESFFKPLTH
#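 Pol eta (10 nM) was preincubated with compounds for 15 min at room temperature, after which fluorescent replication substrate (50 nM final) was added to start the reaction. Fluorescence was read kinetically at 0 and 10 min.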
# G9a inh: blocks human histone lysine methyltransferase G9a; Q96KQ7; G9a H3K9 monomethylation, AlphaScreen, 2 h; Potency, µM (highest dose often 102 µM), for the others: top-dose activity, negative = inhibition, most hits filed as inhibitors; 8.8% of 350,000 active; also: % is scaled to controls: 0 for no effect and ±100 for the full control effect; nearly all actives have a fitted effect of over 75% in size
#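 Signal arises when biotinylated H3K9 peptide, once monomethylated, bridges streptavidin donor and antibody-captured acceptor beads. Enzyme at 20 nM was preincubated 15 min with test compounds; peptide 500 nM and SAM 20 uM then reacted for 2 h.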
# * hit, by the source's call; ? = inconclusive; · = not tested or not shown; [ ] = dose if it differs, or a comment. Calls follow the shape of the dose curve; as a rule, active = well fitted curve in the direction sought with a large enough effect; inconclusive = small, poorly fitted or top-dose-only effect, or another doubt; inactive = no such curve, though single readings can be large; an effect the other way counts as inactive or inconclusive. Potency is read from the fitted curve at half-maximal effect.
mol	APEX1 inh	Apoferritin bind	BLM inh	BAZ2B inh	POLI inh	Pol beta inh	Pol kappa inh	Pol eta inh	G9a inh
Cc1cccc(C2CC(=O)Nc3cc4c(cc32)OCO4)c1 (stereo unspecified)	·	-1.4%	-4.7%	?	-2.7%	-7.5%	-7.4%	-20.1%	-49.8%[59 µM]
COC(=O)c1ccccc1NC(=O)c1ccc2c(=O)n3c(nc2c1)CCCCC3	·	?	-5.3%	0.8%	17.0%	-10.2%	0.1%	·	6.9%[59 µM]
Cn1c(Cn2nnc3ccccc32)nnc1SCC(=O)Nc1nccs1	3.4%	7.6%	-0.4%	-6.7%	28.0%	-1.5%	-7.4%	-6.7%	-1.8%[59 µM]
CCc1ccc(-c2nc(CS(=O)CC(=O)NCCN3CCCCCC3)c(C)o2)cc1 (stereo unspecified)	50.4%	?	-4.8%	-32.5%	?	-26.6%	11.7%	-8.9%	-44.9%[59 µM]
CC(=O)Nc1cccc(NC(=O)c2csc(C)c2)c1	?	-5.2%	-8.4%	-19.5%	19.9%	?	-4.1%	-16.9%	5.9%
CSCc1ccc(C(=O)NCCSc2ccc(Br)cc2)cc1	-10.8%	-7.1%	1.6%	-1.9%	2.3%	-0.9%	-10.8%	-8.0%	·
CCC(C)c1c(O)nc(SCc2ccccc2)[nH]c1=O (stereo unspecified)	7.1%	-4.2%	-2.7%	5.3%	3.2%	0.5%	-2.6%	-12.9%	-3.8%[59 µM]
Cc1ccc2nc(C)c3c(c2c1)OC(C(C)(Cl)Br)C3 (stereo unspecified)	7.3%	?	-3.9%	-38.8%	-6.7%	0.6%	1.5%	-8.8%	-8.4%[12.7 µM]
COc1cc(S(=O)(=O)N2CCCCC2)ccc1NC(=O)Cc1ccccc1	21.1%	-12.4%	-13.6%	-0.5%	?	19.3%	-6.0%	?	?
O=C(Nc1nnc(CC2=CCCCC2)s1)c1cccs1	-3.0%	-9.8%	-1.8%	1.3%	3.5%	20.4%	-17.3%	7.9%	0.1%[12.7 µM]
O=C(Nc1cccc(F)c1)N1CC[C@@]2(CCCN(C(=O)c3cnccn3)C2)C1	0.2%	·	-0.6%	·	·	·	11.4%[60.1 µM]	·	-1.3%[12.7 µM]
COc1ccc(-c2noc(N3CCC(C(=O)N4CCN(c5cccc(OC)c5)CC4)CC3)n2)cc1	·	-7.3%	-3.3%	-18.8%	-10.8%	20.3%	-0.3%[60.1 µM]	4.6%	-10.0%[59 µM]

# Some of the entries above in another layout.
molecule: CCC(C)c1c(O)nc(SCc2ccccc2)[nH]c1=O (stereo unspecified)
  APEX1 inh: 7.1%; Apoferritin bind: -4.2%; BLM inh: -2.7%; BAZ2B inh: 5.3%; POLI inh: 3.2%; Pol beta inh: 0.5%; Pol kappa inh: -2.6%; Pol eta inh: -12.9%; G9a inh: -3.8%[59 µM]
molecule: CCc1ccc(-c2nc(CS(=O)CC(=O)NCCN3CCCCCC3)c(C)o2)cc1 (stereo unspecified)
  APEX1 inh: 50.4%; Apoferritin bind: ?; BLM inh: -4.8%; BAZ2B inh: -32.5%; POLI inh: ?; Pol beta inh: -26.6%; Pol kappa inh: 11.7%; Pol eta inh: -8.9%; G9a inh: -44.9%[59 µM]
molecule: Cn1c(Cn2nnc3ccccc32)nnc1SCC(=O)Nc1nccs1
  APEX1 inh: 3.4%; Apoferritin bind: 7.6%; BLM inh: -0.4%; BAZ2B inh: -6.7%; POLI inh: 28.0%; Pol beta inh: -1.5%; Pol kappa inh: -7.4%; Pol eta inh: -6.7%; G9a inh: -1.8%[59 µM]

# Further structures
mol	APEX1 inh	Apoferritin bind	BLM inh	BAZ2B inh	POLI inh	Pol beta inh	Pol kappa inh	Pol eta inh	G9a inh
Cn1cccc1-c1cc(C(=O)N/N=C/c2ccc(Cl)cc2)[nH]n1	49.2%	-12.2%	-3.2%	50.1µM*	9.6%	?	?	1.5%	-15.2%
O=C1CCOc2cc(OCc3ccccc3)ccc21	1.3%	2.7%	5.2%	22.0%	17.7%	-0.2%	2.0%	-24.7%	10.5%[59 µM]
O=C(N/N=C/c1ccsc1)c1c[nH]c2ccccc12	7.1%	-0.8%	-4.0%	-13.7%	-16.1%	2.0%	7.5%	-10.0%	·
CC(C(=O)N1CCCc2c1c(=O)oc1ccc(O)cc21)N1CCc2ccccc2C1 (stereo unspecified)	2.6%	-15.5%	-1.8%	6.5%	-8.4%	12.0%	-1.0%	-13.8%	?
CSc1ncc(-c2ccccc2)cn1	-0.9%	-16.1%	-1.9%	1.5%	30.7%[activator]	-24.5%	-12.0%	3.8%	27.5%
COc1ccc(S(=O)(=O)N2CCC(c3nnc(-c4ccccc4C)o3)CC2)c(OC)c1	·	29.9%	-4.9%	-18.7%	32.0%[activator]	-8.5%	-17.5%	-27.2%	8.91µM*
O=C(COC(=O)c1ccco1)Nc1nc2ccccc2s1	-11.5%	-13.4%	-0.8%	8.5%[57.1 µM]	4.3%	7.1%	-8.1%	7.6%	-14.3%
CCC(C)Sc1ccc(-c2nc3cnccn3c2NC2CCCCC2)cc1 (stereo unspecified)	-2.5%	·	·	8.4%	?	·	-16.2%	-22.6%	-3.0%[2.33 µM]
O=C(COC(=O)CCc1ccc(S(=O)(=O)N2CCOCC2)cc1)Nc1ncc(C(F)(F)F)cc1Cl	-5.3%	?	0.1%	-4.1%	7.7%	2.1%	-6.6%	-4.3%	?
CCOc1ccc(-n2nc3c(SCCN4CCCC4)nnc(C)c3c2C)cc1	-5.7%	-19.1%	3.2%	-1.2%	130.1%[activator]	1.4%	-13.1%	-9.9%	3.6%[59 µM]
CCC(C)c1ccc(NC(=O)c2cccnc2)cc1 (stereo unspecified)	13.1%	-8.4%	-6.7%	-7.2%	25.0%	12.9%	1.8%	-1.0%	17.3%[12.7 µM]
Cc1cc(OCCNCCO)cc(C)c1Cl	-2.5%	-16.0%	-9.1%	-6.1%	5.9%	46.8%[activator]	-6.3%	2.1%	13.2%
O=C(COc1nsnc1N1CCOCC1)Nc1ccccc1Cl	32.8%[activator]	2.9%	-1.3%	-33.1%	-4.4%	-8.4%	2.7%	-14.6%	16.3%
Cc1cccnc1NC(=O)c1ccc(Cl)c(S(=O)(=O)N2CCCCCC2)c1	41.9%	?	-9.3%	-3.1%	-23.0%	1.7%	6.1%	-17.3%	15.1%
CN(C)CCCN(C(=O)c1ccc(C(=O)c2ccccc2)cc1)c1nc2cc3c(cc2s1)OCO3	20.1%	?	2.2%	44.7µM*	2.8%	-2.4%	-9.2%	-19.4%	?
Cc1oc2ncnc(N3CCOCC3)c2c1C(=O)NCc1ccc(Cl)cc1	·	-13.7%	2.1%	8.7%[57.1 µM]	6.9%	15.0%	0.5%	11.1%	-3.2%[59 µM]
O=C(c1cccc(F)c1)N1CCC2(CCCN(c3ccccc3)C2)CC1	1.3%	·	-2.2%	·	·	·	-4.2%[60.1 µM]	·	-4.1%[12.7 µM]
Cc1ccc(-c2noc(CCCC(=O)NC3CCCCC3)n2)cc1	-2.5%	-2.0%	-7.1%	9.4%	147.9%[activator]	9.4%	0.5%	-0.5%	1.0%
COc1ccc(OC)c(NC(=O)CN(Cc2ccccc2)S(C)(=O)=O)c1	13.1%	-5.7%	-4.3%	?	6.7%	6.9%	3.4%	-7.4%	-4.7%
C(=N\Nc1nc(-c2ccccn2)nc2ccccc12)/c1ccccc1	-1.2%	-6.6%	-1.2%	50.1µM*	71.8%[activator]	2.3%	8.1%	·	-16.4%
CCOC(=O)c1ccc(N2C(=O)c3n[nH]c(C)c3C2c2ccccn2)cc1 (stereo unspecified)	1.4%	-12.7%	-1.1%	2.8%	-2.3%	0.3%	-4.8%	-6.1%	3.9%
C[C@H](NC(=O)CCCn1nnc2ccccc2c1=O)C(=O)O	13.7%	30.4%[activator]	-5.0%	-4.3%	32.0%[activator]	0.0%	-3.1%	-6.8%	·
Cc1cccc(C(=O)NCC(=O)N2CCCC2)c1	-3.5%	-8.4%	-1.6%	-2.3%	11.3%	10.2%	0.3%	-10.7%	25.3%
COC(=O)[C@@H](Cc1c[nH]c2ccccc12)NC(=O)C1CCCN(S(=O)(=O)c2ccc(C)cc2)C1 (stereo partly specified)	0.1%	-1.5%	-8.4%	-16.0%	18.1%	0.3%	-4.9%[60.1 µM]	-18.2%	?
Cc1ccc(-n2c(NN)nc3ccccc3c2=O)c(C)c1	0.9%	0.6%	1.6%	-8.1%	7.8%	16.6%	-5.6%	-9.4%	-11.6%[59 µM]
CC1CCN(C(=O)C2c3ccccc3C(=O)N3CCc4ccccc4C23)CC1 (stereo unspecified)	-4.6%	-7.3%	2.6%	-0.1%	17.9%	32.3%	0.2%	1.2%	-33.0%
CCN(C(=O)COC(=O)c1sccc1C)c1c(N)n(Cc2ccccc2)c(=O)[nH]c1=O	10.0%	·	·	0.9%	22.8%	·	-3.0%	-1.8%	4.8%[0.501 µM]
COc1cccc(CNC(=O)c2oc3c(c2C)-c2nn(Cc4cccc(Cl)c4)cc2CC3)c1OC	·	-10.4%	-6.2%	-21.5%	-2.7%	-10.1%	4.7%	-9.9%	-39.7%[59 µM]
Cn1cnnc1SCc1ccc(C#N)cc1Cl	-4.2%	-5.9%	-0.8%	2.9%	?	26.6%	-3.4%[60.1 µM]	9.6%	-4.4%
Cc1ccc(C(C)C)c(OCC(=O)NCC(c2cccs2)N2CCOCC2)c1 (stereo unspecified)	8.9%	·	·	-5.6%	3.2%	·	1.3%	-17.2%	-8.0%
O=C(Nc1ccccc1N1CCCC1)c1ccccc1Cl	-10.3%	-13.8%	-2.8%	?	34.0%[activator]	-4.1%	2.9%	-16.6%	39.8µM*
CC1=C(C(=O)OC(C)C)C(C2CC=CCC2)NC(=O)N1 (stereo unspecified)	-1.8%	2.5%	-1.9%	-3.8%	-0.6%	2.3%	0.1%[60.1 µM]	-1.2%	-20.1%[59 µM]
CCCCCn1c(N)c(-c2nc3ccccc3s2)c2c([N+](=O)[O-])nn(CC)c(=O)c21	2.4%	-7.5%	-0.4%	?	4.6%	3.6%	-5.8%	-7.3%	?
Cn1cccc1C(=O)OCC(=O)Nc1cccc(S(=O)(=O)N2CCOCC2)c1	3.3%	-7.5%	-2.0%	?	12.9%	5.1%	-2.3%	2.1%	?

# The list is partial; count on the stated rates, not on these rows.
